# MazEF act: increases E. coli MazEF RNase cleavage of RNA | P0AE70 | FAM/BHQ RNA-DNA oligo cleavage fluorescence, 5 h | activation, % at 20 µM | 350,000 compounds, 0.32% hits | AID 504720; in the data active = activation above about 50%
# Target sequence (P0AE70 whole entry, looked up): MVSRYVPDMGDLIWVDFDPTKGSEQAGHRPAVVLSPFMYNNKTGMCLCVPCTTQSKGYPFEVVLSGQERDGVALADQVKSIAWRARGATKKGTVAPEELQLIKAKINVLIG
# 3CLpro inhibitor: SARS-CoV 3CLpro protease inhibition; P0C6X7; recombinant SARS-CoV 3CLpro, quenched FRET peptide cleavage; inhibition, % at 6 µM; 290,000 compounds, 0.14% hits; in the data active = inhibition above about 12%
# Rv3671c inh: Rv3671c (M. tuberculosis) protease inhibition; inhibition, % at 5.96 µM; P9WHR9; 320,000 compounds, 0.048% hits; in the data active = inhibition above about 38%;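 also: extracellular domain of Rv3671c used as enzyme; 0% = enzyme with DMSO and 100% = no enzyme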
# Target sequence (P9WHR9 whole entry, looked up, the tested form may be a part): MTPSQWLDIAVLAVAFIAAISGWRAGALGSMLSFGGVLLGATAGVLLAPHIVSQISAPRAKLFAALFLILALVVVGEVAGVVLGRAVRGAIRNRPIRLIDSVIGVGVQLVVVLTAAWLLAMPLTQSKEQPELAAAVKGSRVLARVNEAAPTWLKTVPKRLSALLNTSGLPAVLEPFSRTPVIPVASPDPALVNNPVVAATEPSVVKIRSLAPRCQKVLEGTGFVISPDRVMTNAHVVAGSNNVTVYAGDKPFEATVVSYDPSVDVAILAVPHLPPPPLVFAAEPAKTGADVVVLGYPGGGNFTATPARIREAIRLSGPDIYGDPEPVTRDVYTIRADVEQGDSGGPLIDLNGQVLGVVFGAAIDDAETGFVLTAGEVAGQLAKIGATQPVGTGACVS
# Vc quorum ag: induces V. cholerae light production without autoinducers; AID 588436; V. cholerae BH1578 lux reporter, luminescence, 6 h; 350,000 compounds, 0.16% hits; activation, % at 18.7 µM; in the data active = activation mostly above about 9.7%, no sharp cut-off; also: not every result past the cut was called active; inactives centre near 0; reference of the scale not given here
# SSB-PriA inh: blocks PriA binding to SSB C-terminal tail | 430,000 compounds, 0.6% hits | AlphaScreen SSBct-PriA binding, biotinylated peptide | AID 1272365 | inhibition, % at 33 µM; in the data active = inhibition mostly above about 37%, no sharp cut-off; inactive = mostly below about 20%;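 also: plate controls were negative control peptide for no effect and reference peptide for full effect; strong numbers were not always called active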
# TcdB GH inh: TcdB glycohydrolase inhibition; P18177; TcdB glycohydrolase enzymatic assay, plate reader; inhibition, % at 9.99 µM; 350,000 compounds, 0.24% hits; in the data active = inhibition above about 10%
# Yp Topo-I inh: inhibitors of Yersinia pestis topoisomerase I; Y. pestis Topo-I cleavage product accumulation, plate reader; activity, % at 10 µM; 360,000 compounds, 0.064% hits; AID 504884; in the data active = activity above about 50%, passing the limit was not always enough; also: inactives centre near 2
# PrPC surface inh: reduces human prion protein on the cell surface; inhibition, % at 13.8 µM; 370,000 compounds, 0.43% hits; cell surface PrPC, TR-FRET read-out; P04156; in the data active = inhibition above about 24%; also: 0% = median of the test wells and 100% = reference compound wells
# CCHFV vOTU inh: CCHFV vOTU protease inhibition | Pep-AMC fluorescence | inhibition, % at 11.5 µM | 370,000 compounds, 0.55% hits | AID 651958; in the data active = inhibition above about 30%; also: 0% = vehicle wells with enzyme and 100% = no enzyme wells
# VHR inh abs: DUSP3 (human) phosphatase inhibition. P51452. recombinant VHR phosphatase, pNPP absorbance. inhibition, % at 13.3 µM. 290,000 compounds, 0.52% hits. AID 1654; in the data active = inhibition above about 50%; also: some compounds called inactive have numbers as strong as hits
# Target sequence (P51452 whole entry, looked up): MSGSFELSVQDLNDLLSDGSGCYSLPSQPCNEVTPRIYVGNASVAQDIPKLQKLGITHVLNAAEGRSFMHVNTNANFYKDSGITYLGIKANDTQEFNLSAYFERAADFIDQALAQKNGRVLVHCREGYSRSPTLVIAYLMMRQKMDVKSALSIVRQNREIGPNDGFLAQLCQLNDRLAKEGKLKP
# Starred values were filed as active, the others as inactive; i = inactive; nt = no result given; & = joins results of further samples.
# Below each compound – MazEF act	3CLpro inhibitor	Rv3671c inh	Vc quorum ag	SSB-PriA inh	TcdB GH inh	Yp Topo-I inh	PrPC surface inh	CCHFV vOTU inh	VHR inh abs
1) CC(C)(C)c1ccc(C(=O)NNc2cc(N3CCCCC3)nc(N3CCCCC3)n2)cc1
  4	0	-7	i	19	nt	-14	8	1	9
2) COc1ccc(CN2C(=O)C(CC(C)C)Nc3ncnc(N4CCN(c5ccccc5)CC4)c32)cc1 (stereo unspecified)
  -17	nt	2	-1.5	15	0.6&1.0	-1	4&11	13&21	nt
3) CCN(CC)S(=O)(=O)c1cc(C(=O)NCCN2CCOCC2)ccc1Cl
  9	0	7	-0.2	-13	1.6	-5	3	-7	-7
4) Cc1ccccc1OCC(=O)Nc1c2c(nn1C(C)(C)C)CS(=O)(=O)C2
  -10	7	-5	-0.4	-8	0.5	4	0	-22	14
5) CCCCNC(=O)CN1C(=O)CN=C(c2ccccc2)c2ccccc21
  8	2	-5	-2.8	-5	-0.7	1	0	-7	3
6) CCCNC(=O)C1(C)CCCN(Cc2cccn2C)C1 (stereo unspecified)
  nt	nt	nt	-0.3	nt	-0.6	-9	-8	-1	nt
7) COc1cc(C=O)ccc1OS(=O)(=O)c1ccccc1[N+](=O)[O-]
  -1	-4	-2	0.0	-14	4.0	-2	-7	10	-5
8) c1ccc(CCNc2nc(-c3ccncc3)cs2)cc1
  -8	3	-4	-0.2	-3	0.1	14	1	4	16
9) Cc1ccc(NS(=O)(=O)c2ccc(NC(=O)CN(c3cc([N+](=O)[O-])ccc3C)S(C)(=O)=O)cc2)c(C)c1
  7	1	-139	-0.3	25	0.3	-5	-7	14	-2
10) CCN(C[C@H]1N[C@@](CC)(C(=O)OC)[C@H]2C(=O)N(Cc3ccccc3)C(=O)[C@@H]12)C(=O)Nc1ccc(Cl)cc1
  -8	nt	0	1.0	-10	-0.1	20	-3	4	nt

# Below each compound – MazEF act	3CLpro inhibitor	Rv3671c inh	Vc quorum ag	SSB-PriA inh	TcdB GH inh	Yp Topo-I inh	PrPC surface inh	CCHFV vOTU inh	VHR inh abs
11) CCCCC[C@@H]1C=C(C(=O)O)[C@H](c2ccc3c(c2)OCO3)N1S(=O)(=O)c1ccc(C)cc1
  -2	nt	4	i	-3	6.0	11	2	18	nt
12) Cc1ccccc1N1C(=O)C(Oc2ccc(Cl)cc2)C1CNCC1CCCO1 (stereo unspecified)
  6	1	1	-0.3	-3	1.5	21	-8	15	-6
13) CCc1cccc2c(C(=S)N3CCOCC3)c[nH]c12
  3	-1	7	-0.2	-6	1.4	4	-5	-10	14
14) CCN(CC(=O)NCc1ccc(F)cc1)C(=O)/C=C/c1ccco1
  5	4	-2	i	-26	1.4	-2	5	-3	-1
15) CCNc1nc(NC(C)C)nc(Oc2ccc(OCc3ccccc3)nn2)n1
  6	0	2	-0.4	-4	nt	0	4	10	22
16) O=C(CS(=O)(=O)Cc1ccccc1)Nc1ccccn1
  7	-2	0	0.4	-1	nt	-9	-2	-3	22
17) COc1ccc(C(=O)CSc2nc(-c3ccccn3)nc(C)c2Cl)cc1
  -2	0	3	i	-8	-1.5	-4	1	-6	16
18) O=C(O)c1ccc(CNCc2ccc(Cl)cc2Cl)cc1
  2	4	3	-0.4	-10	nt	1	6	11	-25
19) CCCCNC(=O)c1ccc(Cn2c(=S)[nH]c3c([nH]c4ccc(OC)cc43)c2=O)cc1
  6	9	-8	-0.4	-7	3.2	15	1	-3	0
20) Cc1cc(O)c2c(c1)C(=O)[C@@]13Oc4c5c(c(O)c6c(O)cc(C)cc46)C(=O)C[C@H](O)[C@H]5[C@@H]1[C@@H](O)CC(=O)C3=C2O
  -6	nt	nt	-0.5	15	nt	-24	nt	nt	nt

# Below each compound – MazEF act	3CLpro inhibitor	Rv3671c inh	Vc quorum ag	SSB-PriA inh	TcdB GH inh	Yp Topo-I inh	PrPC surface inh	CCHFV vOTU inh	VHR inh abs
21) Nc1nc(SCc2cccc(Br)c2)n[nH]1
  -4	-1	nt	i	-11	0.9	-11	12	3	12
22) CCN1CCN(Cc2ccc(NC(=O)c3cc(NC(=O)c4cc(-c5ccc(OC)cc5)n[nH]4)cc(OC)c3)cc2C(F)(F)F)CC1
  -83	nt	-210	-0.4	38	1.5	-7	-19	0	19
23) CCc1c(N=O)c(-c2ccccc2)n(O)[n+]1[O-]
  -8	nt	nt	i	nt	2.9	-2	-2	5	nt
24) ON=C(CCc1ccccc1)c1ccccc1
  7	nt	nt	0.1	-19	1.1	-6	3	5	nt
25) Cc1ccc(NC(=O)Cn2c(=O)n(CCCC(=O)NCc3ccco3)c(=O)c3ccccc32)cc1
  -7	3	-2	5.6	-2	nt	0	-4	-1	-11
26) CCN(CC)S(=O)(=O)c1ccc(N2CCOCC2)c(NC(=O)C2=COCCO2)c1
  -4	1	-4	i	5	-3.7	12	1	14	26
27) Cn1c(SCC(=O)N2CCCc3ccccc32)nc2cccnc21
  2	-2	-1	nt	3	nt	-4	-3	7	36

# Exported with tabs: entries from further up
entry	SMILES	MazEF act	3CLpro inhibitor	Rv3671c inh	Vc quorum ag	SSB-PriA inh	TcdB GH inh	Yp Topo-I inh	PrPC surface inh	CCHFV vOTU inh	VHR inh abs
13	CCc1cccc2c(C(=S)N3CCOCC3)c[nH]c12	3	-1	7	-0.2	-6	1.4	4	-5	-10	14
14	CCN(CC(=O)NCc1ccc(F)cc1)C(=O)/C=C/c1ccco1	5	4	-2	i	-26	1.4	-2	5	-3	-1

# Arranged by molecular weight (largest number first): some entries from above
# Below each compound – MazEF act	3CLpro inhibitor	Rv3671c inh	Vc quorum ag	SSB-PriA inh	TcdB GH inh	Yp Topo-I inh	PrPC surface inh	CCHFV vOTU inh	VHR inh abs
22) CCN1CCN(Cc2ccc(NC(=O)c3cc(NC(=O)c4cc(-c5ccc(OC)cc5)n[nH]4)cc(OC)c3)cc2C(F)(F)F)CC1
  -83	nt	-210	-0.4	38	1.5	-7	-19	0	19
20) Cc1cc(O)c2c(c1)C(=O)[C@@]13Oc4c5c(c(O)c6c(O)cc(C)cc46)C(=O)C[C@H](O)[C@H]5[C@@H]1[C@@H](O)CC(=O)C3=C2O
  -6	nt	nt	-0.5	15	nt	-24	nt	nt	nt
25) Cc1ccc(NC(=O)Cn2c(=O)n(CCCC(=O)NCc3ccco3)c(=O)c3ccccc32)cc1
  -7	3	-2	5.6	-2	nt	0	-4	-1	-11
26) CCN(CC)S(=O)(=O)c1ccc(N2CCOCC2)c(NC(=O)C2=COCCO2)c1
  -4	1	-4	i	5	-3.7	12	1	14	26
17) COc1ccc(C(=O)CSc2nc(-c3ccccn3)nc(C)c2Cl)cc1
  -2	0	3	i	-8	-1.5	-4	1	-6	16
15) CCNc1nc(NC(C)C)nc(Oc2ccc(OCc3ccccc3)nn2)n1
  6	0	2	-0.4	-4	nt	0	4	10	22
27) Cn1c(SCC(=O)N2CCCc3ccccc32)nc2cccnc21
  2	-2	-1	nt	3	nt	-4	-3	7	36
18) O=C(O)c1ccc(CNCc2ccc(Cl)cc2Cl)cc1
  2	4	3	-0.4	-10	nt	1	6	11	-25
16) O=C(CS(=O)(=O)Cc1ccccc1)Nc1ccccn1
  7	-2	0	0.4	-1	nt	-9	-2	-3	22
23) CCc1c(N=O)c(-c2ccccc2)n(O)[n+]1[O-]
  -8	nt	nt	i	nt	2.9	-2	-2	5	nt

# Screens (PubChem BioAssay)

# Not all compounds are listed; the hit share may differ from the screen's.
